Compound activity (PubChem BioAssay)
Wnt bcat act = activates Wnt/beta-catenin signaling in a reporter cell assay; activation, % at 9.35 µM; actives 1.2% (n = 300,000); activator, plate reader; AID 743398; in the data active = activation above about 30%, passing the limit was not always enough; inconclusive = no clear call, values can overlap the other calls;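 note: 0% = neutral control wells and 100% = positive control wells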
CDK5 p35 inh = blocks human CDK5/p35 kinase activity; Q00535+Q15078; Recombinant CDK5/p35, ADP-Glo luminescence, 60 min; inhibition, % at 10 µM; actives 0.01% (n = 330,000);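 active = highest replicate inhibition of at least 50% and at least 75% of replicates reaching 50%; inconclusive = only one of the two criteria met; inactive = both criteria failed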;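 note: plate controls were DMSO neutral control for no effect and GW8510 at 10 µM for full effect; many of its hits are not listed in these tables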
NSD2 inh = blocks human histone methyltransferase NSD2; NSD2 peptide methylation, AlphaScreen, 120 min; actives 0.54% (n = 310,000); O96028; inhibition, % at 12.5 µM; in the data active = inhibition above about 50%
Target sequence (O96028 whole entry, looked up): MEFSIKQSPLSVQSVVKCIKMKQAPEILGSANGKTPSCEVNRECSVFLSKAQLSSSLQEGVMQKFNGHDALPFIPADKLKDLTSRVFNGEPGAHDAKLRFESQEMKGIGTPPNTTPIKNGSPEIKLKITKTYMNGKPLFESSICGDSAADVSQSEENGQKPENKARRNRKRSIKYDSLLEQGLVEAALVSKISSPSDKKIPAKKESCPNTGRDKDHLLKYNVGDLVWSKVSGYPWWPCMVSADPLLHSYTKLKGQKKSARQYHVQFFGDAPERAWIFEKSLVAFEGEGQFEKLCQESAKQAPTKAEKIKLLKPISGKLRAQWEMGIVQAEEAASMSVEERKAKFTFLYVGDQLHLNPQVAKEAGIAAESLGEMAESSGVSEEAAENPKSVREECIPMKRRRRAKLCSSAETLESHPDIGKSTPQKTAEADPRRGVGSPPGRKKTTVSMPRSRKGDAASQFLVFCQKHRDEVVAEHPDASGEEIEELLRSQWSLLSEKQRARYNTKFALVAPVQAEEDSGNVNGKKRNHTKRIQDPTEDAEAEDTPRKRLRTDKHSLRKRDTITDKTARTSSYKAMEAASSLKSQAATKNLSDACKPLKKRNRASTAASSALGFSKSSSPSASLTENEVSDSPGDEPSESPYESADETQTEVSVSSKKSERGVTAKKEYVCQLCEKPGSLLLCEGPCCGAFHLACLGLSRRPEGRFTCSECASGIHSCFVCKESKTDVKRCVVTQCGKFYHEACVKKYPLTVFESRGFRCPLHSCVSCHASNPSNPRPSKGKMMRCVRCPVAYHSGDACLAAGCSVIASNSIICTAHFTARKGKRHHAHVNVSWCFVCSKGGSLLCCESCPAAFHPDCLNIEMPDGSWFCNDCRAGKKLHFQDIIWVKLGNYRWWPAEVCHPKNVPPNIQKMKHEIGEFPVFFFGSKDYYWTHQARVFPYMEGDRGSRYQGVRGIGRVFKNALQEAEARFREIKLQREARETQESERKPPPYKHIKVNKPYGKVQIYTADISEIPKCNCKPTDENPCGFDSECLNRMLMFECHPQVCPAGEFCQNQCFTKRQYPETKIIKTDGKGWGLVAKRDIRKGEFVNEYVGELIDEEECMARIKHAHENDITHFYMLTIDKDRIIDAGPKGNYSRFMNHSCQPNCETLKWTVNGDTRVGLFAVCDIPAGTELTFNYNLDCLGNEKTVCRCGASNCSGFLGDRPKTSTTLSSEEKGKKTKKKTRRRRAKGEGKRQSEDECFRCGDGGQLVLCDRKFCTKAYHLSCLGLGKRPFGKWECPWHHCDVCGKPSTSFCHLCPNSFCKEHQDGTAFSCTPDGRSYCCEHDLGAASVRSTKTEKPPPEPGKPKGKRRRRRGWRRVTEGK
SR-BI HDL uptake = blocks mouse SR-BI lipid uptake from DiI-HDL; Q61009; ldlA[mSR-BI] CHO cells, DiI-HDL uptake fluorescence, 3 h; inhibition, % at 12.5 µM; actives 0.96% (n = 320,000);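 active = mean replicate inhibition of at least 70% and a set share of replicates each scoring 70 or more; inconclusive = meets just one of the two criteria; inactive = fails both criteria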;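 note: 0% = median of neutral control wells and 100% = median of positive control wells; values of inactives mirror those of a sister screen read the other way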
MITF act = increases MITF-driven TRPM1 promoter luciferase signal. SK-MEL-5 TRPM1-promoter luciferase, 24 h; % of positive control, neutral wells = 0. activation, % at 12.5 µM. actives 0.75% (n = 300,000). AID 588334;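 active = mean activation of at least 80% with every replicate also reaching 80%; inconclusive = mean reaches 80% but some replicate falls short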;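 note: 0% = neutral control wells and 100% = parthenolide positive control wells; values of inactives mirror those of a sister screen read the other way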
dFosB activator = enhances mouse delta FosB homodimer DNA binding; purified delta FosB, TAMRA-CDK5 oligo fluorescence polarization; percent of positive-control signal above neutral wells; activation, % at 25 µM; actives 0.99% (n = 340,000); P13346;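 active = mean activation above about 17%, with every replicate also reaching it, limit read from the data, passing the limit was not always enough; inconclusive = only one of the two conditions met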;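 note: fluorescence polarization rise as delta FosB binds a TAMRA Cdk5 AP-1 oligo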
V-ATPase pH = regulators of yeast V-ATPase proton transport | S. cerevisiae, pHLuorin cytosolic pH fluorescence | response, % at 10 µM | actives 0.37% (n = 350,000); in the data active = response mostly above about 7.3%, no sharp cut-off; inactive = mostly below about 5.4%; note: actives read high; inactives centre near 0; some compounds called inactive have numbers as strong as hits; reference of the scale not given here
HTR5A ag ctr = activates human HTR5A in OPRM1-OPRD1 agonist counter-screen; P47898; HTR5A agonist assay, luminescence, cell-based; activation, % at 9.3 µM; actives 0.61% (n = 340,000); in the data active = activation mostly above about 9.5%, no sharp cut-off; inactive = mostly below about 7.6%;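 note: 0% = cells with vehicle only and 100% = reference agonist; strong numbers were not always called active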
HTR5A inv ctr = HTR5A inverse agonism, opioid heterodimer counter-screen. inhibition, % at 9.3 µM. P47898. HTR5A cell line, luminescence. actives 0.083% (n = 340,000); in the data active = inhibition mostly above about 23%, no sharp cut-off; inactive = mostly below about 18%;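 note: 0% = cells with DMSO and 100% = no-cell wells with DMSO; some compounds called inactive have numbers as strong as hits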
PvdQ inh = P. aeruginosa PvdQ acylase inhibition. inhibition, % at 10 µM. actives 0.063% (n = 340,000). AID 488965. purified PvdQ acylase, fluorescence plate reader; in the data active = inhibition above about 30%, passing the limit was not always enough; inconclusive = no clear call, values can overlap the other calls;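 note: 0% = vehicle neutral wells and 100% = reference inhibitor wells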
Starred values were filed as active, the others as inactive; ? = inconclusive; . = not tested or not shown.

Results follow in this order: Wnt bcat act	dFosB activator	V-ATPase pH	PvdQ inh	MITF act	SR-BI HDL uptake	CDK5 p35 inh	HTR5A inv ctr	NSD2 inh	HTR5A ag ctr
1: O=C(N/C(=C/c1cccs1)c1nc2ccccc2[nH]1)c1ccccc1
→ .	-9	-4	-10	.	-18	0.5	2	-1	-1
2: COc1ccc(/C=N/NC(=O)C2(C)NC(C)(C)Cc3ccccc32)cc1 (stereo not given)
→ 0	0	-4	-5	11	11	-0.3	3	1	-1
3: CC(=O)N1CCc2cc(S(=O)(=O)NC(Cc3ccccc3)C(=O)Nc3cc(C)ccn3)ccc21 (stereo not given)
→ -7	-12	2	-17	-8	10	-0.2	1	0	-4
4: O=C(Nc1c2c(nn1-c1cccc(Cl)c1)CS(=O)(=O)C2)c1ccco1
→ -1	-10	-3	-3	2	2	-0.1	-24	-2	-1
5: CCC(=O)NCCc1cc2ccc(C)c(C)c2[nH]c1=O
→ 0	-6	1	-11	.	-8	1.1	-15	.	5
6: COc1ccc(/C=N/NC(=O)CCC(=O)Nc2ccccc2)cc1OC
→ -1	5	5	-15	-2	26	0.1	-3	0	1
7: O=C(O)c1ccccc1C(=O)c1cccc2ccccc12
→ -2	-3	1	-12	16	-19	2.2	-6	-3	2
8: CC(C)Oc1ccc(N2CC(C(=O)Nc3ccccc3F)CC2=O)cc1 (stereo not given)
→ 1	-4	3	1	-4	5	-0.3	6	-1	-3
9: CCCCn1c(N)c(N(CC(C)C)C(=O)c2ccc(Cl)c(S(=O)(=O)N3CCCC3)c2)c(=O)[nH]c1=O
→ -8	5	3	-1	8	1	0.1	6	1	1
10: Cc1ccc(-c2nn(C(C)(C)C)c3ncnc(NS(=O)(=O)c4ccc([N+](=O)[O-])cc4)c23)cc1
→ -1	-9	0	5	-3	49	-0.4	-2	12	1
11: O=C(N/N=C/c1cc(Cl)cc([N+](=O)[O-])c1O)NC12CC3CC(CC(C3)C1)C2
→ -15	-9	0	-6	-8	-14	-0.1	14	3	2
12: CCc1cc2c(cc3c(=O)n(CC(=O)NCCCN(CC)CC)nc(CC)n32)s1
→ -5	0	-3	-7	.	31	-2.5	5	.	-2
13: O=C(NCC1CCCO1)C(=O)N/N=C/c1ccccc1C(=O)O (stereo not given)
→ .	11	0	10	1	-16	3.6	-9	-2	4
14: CCOc1ccccc1N(CC(=O)N1CCOCC1)S(=O)(=O)c1ccc(SC)cc1
→ 2	-4	-1	8	2	-13	0.7	12	0	-5
15: COC(=O)c1c(C)[nH]c(C(=O)OCC(=O)N2c3ccccc3NC(=O)C2(C)C)c1C
→ -2	-5	0	-7	-1	-9	-0.3	3	0	-1
16: CCCCC(O)(CCCC)C(=O)NN(C(=O)OC)c1ccccc1
→ 0	3	-5	9	3	-15	0.6	20	-2	-8
17: Cc1ccc(-c2ccnc3c(Br)c(C)nn23)cc1
→ 0	-12	-2	8	-14	11	-0.9	5	-10	-1
18: Oc1ccc(Br)cc1/C=N/N1CCN(Cc2ccccc2)CC1
→ .	-7	-6	-4	27	-16	-1.6	-25	6	4
19: CCc1cn(S(=O)(=O)c2ccccc2OC)nc1N
→ -3	3	6	4	15	-20	0.0	8	8	1
20: Cc1nc(N2CCN(c3ccccn3)CC2)c2c(C)c(C(=O)N3CCN(c4ccccc4F)CC3)sc2n1
→ -1	-5	1	-5	-6	-6	0.1	10	3	-4
21: CN(C(=O)COC(=O)c1cc2ccccc2cc1O)C1CCCCC1
→ 15	-4	6	-12	-4	10	0.6	-14	-2	5
22: O=C(C[n+]1ccccc1)N/N=C/c1ccccc1C(F)(F)F
→ 1	-1	-2	-18	2	7	-0.4	-8	-3	2
23: OCCNCCOCCOc1ccccc1-c1ccccc1
→ -6	-8	1	-8	3	11	1.1	5	1	-2
24: O=C(NC1CCN(C(=O)c2cccc([N+](=O)[O-])c2)CC1)c1ccccc1
→ -1	-6	3	0	-5	2	0.9	5	2	-1
25: COc1ccc(CN2CCOCC2)c(C)c1C
→ .	4	-1	-10	-4	-2	0.3	-19	-4	2
26: CCOc1ccc(S(=O)(=O)N2CCN(C(=O)c3ccncc3)CC2)cc1
→ -1	-3	0	-4	2	5	-0.1	-4	-3	-2
27: O=C(Nc1ccc([N+](=O)[O-])c(NC(=O)c2cccnc2)c1)c1cccnc1
→ -1	0	0	4	.	6	4.4	25	0	1
28: CC(C)C[C@H](NC(=O)[C@@H](Cc1ccccc1)n1c(=O)[nH]c2ccccc2c1=O)C(=O)N[C@@H](Cc1ccccc1)C(=O)O
→ -1	-8	6	-15	3	-15	-4.1	6	.	3
29: C=CCn1c(=O)c2c(nc3n2CCCN3CCc2ccccc2)n(C)c1=O
→ -3	3	0	2	-5	-20	.	-29	4	7
30: O=C(CSc1ncnc2sc3c(c12)CCCC3)NC1CCS(=O)(=O)C1 (stereo not given)
→ -1	-9	-3	-6	-5	0	0.3	7	-1	-3
31: O=[N+]([O-])c1ccc(Cc2nnc(-c3ccc(F)cc3)o2)cc1
→ ?	-3	-2	-10	?	.	-1.5	-22	.	7
32: CC1CC1c1ccc(/C=C(\C#N)C(=O)Nc2ccc(Cl)cc2)o1 (stereo not given)
→ .	1	-3	-3	45	18	1.0	-2	-1	6
33: COc1ccc2nc(NCc3cccnc3)sc2c1
→ 6	1	-1	-11	.	19	0.5	8	3	3
34: Cc1ccc(C(=O)N/C(=C\c2ccc(-c3ccccc3[N+](=O)[O-])o2)C(=O)NCCCN(C)C)cc1
→ -1	-5	5	-14	-67	25	-0.3	-14	23	4
35: COc1ccc(Cl)cc1NC(=O)N1CCN(C2CCCCC2)CC1
→ -5	-7	-4	-15	-5	-3	-1.2	13	10	-2
36: Cc1ccc(C(=O)OCC(=O)Nc2ccccc2C(F)(F)F)cc1S(=O)(=O)N1CCCCC1
→ 1	-12	-8	-16	-2	56	1.4	-1	0	3
37: NS(=O)(=O)c1ccc(CCNC(=O)CNCCc2ccccc2)cc1
→ 0	1	0	-11	-2	-6	1.5	11	-1	-3
38: CCc1nnc(NC(=O)C2CCCN2C(=O)Nc2ccccc2)s1 (stereo not given)
→ .	-1	1	-18	-5	-19	-3.3	9	-2	-2
39: C(=N/Nc1cc(N2CCOCC2)nc(N2CCOCC2)n1)/c1ccccc1
→ 1	-3	8	-2	25	76*	-0.8	20	50*	-2
40: COCCNC(=O)/C(C#N)=C/c1ccc(OC(=O)c2cccs2)c(OC)c1
→ 0	-3	-1	-2	-2	6	-10	11	1	-4
41: COc1ccccc1CNC(=O)COC(=O)COc1ccccc1F
→ -4	-7	-1	6	0	-25	1.2	-6	0	2
42: O=C(CNC(=O)COc1ccccc1)NCCc1ccccn1
→ -1	2	-1	2	-12	5	-0.5	-19	-3	0
43: O=C(Nc1cccc(C(F)(F)F)c1)C1CCCN(c2ncccn2)C1 (stereo not given)
→ .	-14	0	-4	-4	-3	-1.1	3	-13	2
44: CC(=O)c1ccc(Nc2cc(C)nc3ccccc23)cc1
→ 0	-17	5	-13	-10	-4	-2.1	-8	8	3
45: COc1ccc(-c2cn(-c3ccc(C)cc3)c(=O)n2CC(=O)Nc2ccc(OC)c(OC)c2)cc1
→ 0	1	-1	-20	4	20	0.3	3	-2	7
46: COc1ccc(N(CN2C(=O)C3CC=CCC3C2=O)C(=O)c2ccco2)cc1 (stereo not given)
→ -2	2	-2	-9	.	-22	0.1	10	-1	-7
47: COc1ccc(C(CNC(=O)C2CCN(S(=O)(=O)c3ccc(F)cc3)CC2)N(C)C)cc1 (stereo not given)
→ 1	-3	-2	-4	.	7	0.7	-2	1	0
48: O=C(CSc1nc(O)c(C2CCCCC2)c(=O)[nH]1)N1CCOCC1
→ -1	-1	0	-8	-9	-18	0.5	8	-9	-3
49: C/C(=N\NC(=O)c1ccc(CSc2nncn2C)cc1)c1ccc(Cl)cc1
→ 2	-7	.	-16	10	29	-0.3	-6	-5	5
50: Cc1ccc(-n2cc(CN(C)CCc3cn[nH]c3)c(-c3cccc(C)c3)n2)cc1
→ -1	-9	-4	-13	37	-4	1.0	16	7	8
51: CC(C)(C)NC(=O)c1cccc(NC(=O)CSc2ccc(Cl)cc2)c1
→ -4	-5	1	15	4	-45	0.6	14	-2	5
52: O=C(NC1CC2CCCC(C1)N2C(=O)Nc1cccc(F)c1)C1CC1 (stereo not given)
→ -1	1	5	16	14	.	0.1	-11	4	4
53: O=C(NCc1ccccn1)c1ccc(OC2CCN(Cc3ccc(Cl)s3)CC2)cc1
→ 0	-11	0	-13	-10	-4	-2.1	7	12	2
54: CCOC(=O)c1cccc(OCC(O)CNCCOc2ccccc2F)c1 (stereo not given)
→ -2	-1	-2	-9	-1	-3	-0.3	-12	23	4
55: Cc1ccc(NC(=O)C2OCCc3ccccc32)cc1 (stereo not given)
→ 11	-5	-1	-11	13	9	0.0	-18	29	-2
56: CC1(C#CC[N+]2(C)CCCCC2)CCC2C(O1)c1ccccc1OC2(C)C (stereo not given)
→ -3	-8	3	-14	-2	-5	-2.1	-12	45	0
57: C[C@@H](C(=O)N1CCN(C(=O)OC(C)(C)C)CC1)n1cc(CCC(=O)O)nn1
→ 3	0	2	1	3	-10	2.3	7	.	2
58: COc1c(O)c(O)c2oc(-c3ccccc3)cc(=O)c2c1OC
→ -6	-2	11*	11	.	2	3.2	-12	.	15
59: Cc1cc(N2CCN(S(=O)(=O)c3ccc(Cl)c(Cl)c3)CC2)c2ccccc2n1
→ -1	15	0	3	5	20	-1.0	-14	-7	2
60: COc1ccc(-c2nn(-c3ccccc3)cc2C(=O)Nc2nc(CC(C)=O)ns2)cc1
→ -2	4	-1	13	-9	48	-0.3	4	0	-1
